Gli-Sufu antag – antagonists of Gli-Sufu signaling; Sufu-KO-LIGHT fibroblasts, Gli luciferase reporter luminescence; inhibition, % at 5 µM; hit rate 0.74% among 340,000; AID 588413;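 active = inhibition above about 55%, limit read from the data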;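 note: 0% = DMSO-treated cells and 100% = wells with medium but no cells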
EBI2 antag – antagonists of human EBI2 receptor. P32249. EBI2 beta-arrestin recruitment, luminescence, 7a,25-OHC stimulated. inhibition, % at 5 µM. hit rate 0.81% among 360,000; in the data active = inhibition above about 38%;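 note: enzyme fragment complementation signal reports receptor beta-arrestin coupling in cells; 0% = agonist plus DMSO wells and 100% = wells without agonist; some results beyond the cut were filed as inactive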
Target sequence (P32249 whole entry, looked up, the tested form may be a part): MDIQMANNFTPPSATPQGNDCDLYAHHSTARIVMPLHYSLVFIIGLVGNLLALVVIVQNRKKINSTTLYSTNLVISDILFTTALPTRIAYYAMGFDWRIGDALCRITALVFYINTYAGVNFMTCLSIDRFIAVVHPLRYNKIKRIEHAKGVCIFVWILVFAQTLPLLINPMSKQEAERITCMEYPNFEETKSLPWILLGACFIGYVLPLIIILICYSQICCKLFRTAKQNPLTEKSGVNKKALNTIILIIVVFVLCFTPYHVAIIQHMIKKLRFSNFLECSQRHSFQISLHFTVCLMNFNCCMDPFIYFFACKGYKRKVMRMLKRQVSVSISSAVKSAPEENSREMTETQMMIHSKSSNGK
CCR6 antag – blocks CCL20-driven beta-arrestin recruitment at human CCR6 | CHO-K1 CCR6 PathHunter beta-arrestin, luminescence, CCL20-stimulated | inhibition, % at 20 µM | hit rate 0.49% among 340,000 | AID 493098;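 active = compounds whose inhibition of the agonist-driven luminescence signal at 20 µM reaches about 50%, limit read from the data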;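 note: cells stimulated with CCL20 at 14 nM final; plate controls were DMSO with CCL20 for no effect and DMSO without agonist for full effect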
Target sequence (P51684 whole entry, looked up): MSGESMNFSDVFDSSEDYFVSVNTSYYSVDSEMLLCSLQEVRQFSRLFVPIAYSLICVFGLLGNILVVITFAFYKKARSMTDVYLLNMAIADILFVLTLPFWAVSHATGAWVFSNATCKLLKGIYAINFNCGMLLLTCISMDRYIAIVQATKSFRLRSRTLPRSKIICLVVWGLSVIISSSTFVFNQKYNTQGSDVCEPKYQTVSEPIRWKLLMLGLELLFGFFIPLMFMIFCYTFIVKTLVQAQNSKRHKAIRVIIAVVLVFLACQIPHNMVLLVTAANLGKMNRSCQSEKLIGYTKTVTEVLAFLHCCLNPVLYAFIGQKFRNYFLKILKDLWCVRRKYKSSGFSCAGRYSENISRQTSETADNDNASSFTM
An asterisk follows results filed as active. These rows are one share of the data. The share of hits here may be higher or lower than overall.

nr | Structure | CCR6 antag | Gli-Sufu antag | EBI2 antag
1 | N#Cc1c(-c2ccccc2)nc(SCC(=O)N(c2ccccc2)c2ccccc2)[nH]c1=O | 3 | -2 | -5
2 | COCc1c(C(=O)OCC(=O)N2c3ccccc3NC(=O)C2(C)C)oc2ccccc12 | 21 | 19 | 2
3 | COc1ccc(NC(=O)Nc2cccs2)cn1 | 3 | -8 | -1
4 | COc1ccccc1CNS(=O)(=O)CCNCc1ccco1 | 1 | 12 | 2
5 | CC[C@H](C)[C@H](NC(=O)OCc1ccccc1)C(=O)OCC(=O)N1CCN(c2ccc(OC)cc2)CC1 | 8 | -2 | -4
6 | CCOc1ccc(NC(=O)/C(C#N)=C\c2ccc(N3CCCC3)c(C)c2)cc1 | 15 | 9 | -6
7 | CCN1CCS/C1=C\C=C\C1=[N+](CC)CCS1 | 13 | 81* | -2
8 | Cc1ccc(S(=O)(=O)Nc2c(C)n(C)n(-c3ccccc3)c2=O)cc1C(=O)OC(C)C(=O)c1ccccc1 (stereo unspecified) | 3 | -3 | -5
9 | O=C(OCc1ccccc1)c1ccc(NCc2cc(O)ccc2O)cc1 | 27 | 11 | -5
10 | O=C1CCCc2c1ccc1ccccc21 | 6 | 1 | 3
11 | CC1(C)C(CC(=O)O)CC1C(=O)O (stereo unspecified) | 0 | 3 | 7
12 | CCCCC(=O)Nc1ccc(NCc2ccc(C)s2)cc1 | 5 | -16 | -15
13 | CS(=O)(=O)Cc1nc2ccccc2n1CC(=O)Nc1cccc(S(=O)(=O)N2CCCC2)c1 | 8 | 5 | -2
14 | O=S(=O)(c1ccccc1)N1CCCCC1CCc1ccccc1 (stereo unspecified) | 25 | -1 | 19
15 | CN(C)c1nc(NNC(=O)c2ccccc2)nc(N(C)C)n1 | -2 | 10 | -5
16 | CCC(CC)CN1CCC(CN2C(=S)NC[C@@H]2CC(C)C)CC1 | -7 | -5 | 3
17 | CCCN(CCC)S(=O)(=O)c1cc2c(cc1Br)CCN2C(=O)CC | 10 | 3 | -1
18 | CCOc1cc2[nH]c(=S)n(CCCN3CCN(C)CC3)c(=O)c2cc1OCC | 6 | 8 | 4
19 | O=C(NC1CC1)c1cc(-c2ccco2)nc2ccccc12 | 19 | 6 | 1
20 | CN1C/C(=C/c2ccccc2[N+](=O)[O-])C(=O)/C(=C\c2ccccc2[N+](=O)[O-])C1 | 28 | -1 | -6
21 | CCN(CC)S(=O)(=O)c1ccc(C(O)=C(C#N)c2nc3ccccc3n2C)cc1 | 13 | -7 | -1
22 | CN(C(=O)c1cccc(NC(=O)Cc2cccc(NC(=O)C3CCCN(C(=O)c4ccccc4)C3)c2)c1)C1CCC1 (stereo unspecified) | 4 | 8 | -2
23 | O=C(Nc1ccc(Cl)cc1)P(=O)(O)c1ccccc1 | 3 | 7 | -1
24 | COc1ccccc1NC(=O)CN1CCN(CC(=O)Nc2ccccc2F)CC1 | 0 | 10 | -4
25 | CCc1c(N)nc(N)nc1Nc1ccccc1C | 2 | 47 | 5
26 | CN(CC(=O)NCc1ccccc1)Cc1cccc(F)c1 | 5 | 10 | -8
27 | CCOC(=O)c1ccc(N(CCC2CO2)S(=O)(=O)c2ccc(C)cc2)cc1 (stereo unspecified) | 13 | 23 | -4
28 | CCC(c1nnnn1C1CCCCC1)N(Cc1ccco1)Cc1cc2ccc(OC)cc2[nH]c1=O (stereo unspecified) | 8 | 2 | 11
29 | Cc1ccc(NC(NC(=O)Cc2ccccc2)C(Cl)(Cl)Cl)cc1 (stereo unspecified) | 21 | 7 | 44*
30 | O=C(Cc1cccc(NC(=O)C2CCCN(C(=O)CCc3ccccc3)C2)c1)Nc1ccc(C(=O)N2CCOCC2)cc1 (stereo unspecified) | 0 | 3 | 2
31 | Fc1ccc(-c2cc3nc(-c4ccccc4)cc(N4CCN(CCN5CCOCC5)CC4)n3n2)cc1 | 1 | 9 | 28
32 | CN(CC(=O)O)Cc1oc(CO)cc(=O)c1O | -2 | -8 | 0
33 | Nc1nnc(-c2ccc([N+](=O)[O-])o2)s1 | -15 | -14 | -17
34 | CC(C)Oc1ccc(S(=O)(=O)N2CCOCC2)cc1NC(=O)CN1C(=O)c2ccccc2C1=O | -2 | -9 | -5
35 | COc1cccc(/C=N/NC(=O)c2cc3c(OC)c(OC)ccc3[nH]2)c1OC | -5 | 3 | -25
36 | COc1ccc(-c2cc(C(F)(F)F)n3nc(C(=O)N4CCOCC4)nc3n2)cc1 | -2 | 13 | -1
37 | CCOC(=O)c1c(NC(=O)C2CCCN2S(=O)(=O)c2cccc3nsnc23)sc(C)c1C (stereo unspecified) | 17 | 3 | 10
38 | Cc1cc(N=Nc2ccccc2)cc(C)c1NC(=O)C(F)(F)F | 28 | -38 | -4
39 | COCCNC(=S)Nc1cc(OC)c(OC)cc1C#N | -6 | 11 | -4
40 | CSCCC(NC(=O)c1ccccc1Br)C(=O)NNC(=O)C1COc2ccccc2O1 (stereo unspecified) | 12 | 3 | 1
41 | COc1ccc(NC(=O)N(O)C2(C#N)CCCCC2)cc1 | 14 | -9 | -13
42 | O=C(NN=Cc1cc(=O)[nH]c(=O)[nH]1)c1ccncc1 | 1 | 1 | -4
43 | COc1cc(C(=O)NCc2ccccc2Cl)ccc1OCC(=O)N1CCOCC1 | 13 | -1 | 6
44 | CCCn1c(CCNc2nc(-c3cccc(Br)c3)cs2)nc2ccccc21 | -1 | -1 | 13
45 | Brc1ccc2ncc3ccccc3c2c1 | 10 | -10 | 3
46 | O=P(OCC1CCCO1)(OCC1CCCO1)OCC1CCCO1 (stereo unspecified) | -2 | -7 | -10
47 | CC(=O)c1ccc(S(=O)(=O)N2CCN(C(=O)c3cccc(S(=O)(=O)N4CC(C)OC(C)C4)c3)CC2)cc1 (stereo unspecified) | -5 | -7 | -6
48 | O=[N+]([O-])c1cc([N+](=O)[O-])c(Oc2cccc3c2CCCC3)cc1NN1CCCCC1 | 19 | 14 | 10
49 | COc1ccc(OCC2c3cc(OC)c(OC)cc3CCN2C(=O)C(C)C)cc1 (stereo unspecified) | 12 | 10 | 5
50 | CC(=O)Nc1ccc(N=Cc2ccc(OCc3ccccc3)cc2)cc1 | 6 | -10 | -21
51 | On1ccccc1=S | 83* | 74* | 37
52 | CCC1SC(CC)C(=O)N(CC(=O)NC2CCCCC2)C1=O (stereo unspecified) | 13 | -9 | -1
53 | COc1cc(C)nc(Oc2ccc(=O)n(C)n2)n1 | 6 | -18 | 4
54 | COC(=O)c1ccc(N=c2sc(C(=O)OC)cc(=O)n2C)cc1 | 21 | -17 | 66*
55 | COc1ccc(C(=O)n2ncc(C#N)c2N)cc1 | 1 | -7 | -4
56 | CC(=O)N1CCN(C(=O)CCNC(=O)c2ccc(Br)cc2)CC1 | 1 | -5 | -2
57 | c1ccc(CNCCCNCCCCNCCCNCc2ccccc2)cc1 | -4 | 3 | 2
58 | c1ccc(CCNc2ccc3c(c2)Cc2ccccc2-3)nc1 | 5 | -26 | 2
59 | CCOC(=O)/C=C1/SCC(=O)N1CC(=O)NC12CC3CC(CC(C3)C1)C2 | 4 | 12 | -3
60 | Clc1ccc(/C=C\c2nccc3c2[nH]c2ccccc23)cc1 | -5 | -5 | 65*

More compounds follow:
nr | Structure | CCR6 antag | Gli-Sufu antag | EBI2 antag
61 | CN1C=CC(=O)[C@@H](O)[C@H]1c1ccccc1Br | 14 | 0 | -11
62 | CN(CC(=O)NCC(=O)Nc1ccc(F)cc1)CC(=O)Nc1ccc(Cl)c(C(F)(F)F)c1 | -5 | -3 | 2
63 | O=C(c1cccc([N+](=O)[O-])c1)n1nc(-c2ccccc2)nc1NCc1ccccc1 | 22 | -35 | 6
64 | CCN(CC(=O)Nc1ccc(NC(C)=O)cc1)C(=O)c1cc(-c2ccccc2Cl)nc2ccccc12 | 0 | 8 | -21
65 | CCOc1ccc(NC(=O)CN(C)C(=O)c2cc([N+](=O)[O-])ccc2Sc2ccccc2)cc1OCC | 16 | 0 | 1
66 | COCCCNC(=O)C(C#N)c1nc2ccccc2nc1N1CCN(Cc2ccccc2)CC1 (stereo unspecified) | 13 | -106 | 40
67 | CC(=O)n1nc(-c2ccncc2)nc1SCC(=O)Nc1cccc(Cl)c1 | -5 | -4 | -5
68 | Cc1ccc(N2CCN(C(=O)C3CCN(S(=O)(=O)c4cccc5nsnc45)CC3)CC2C)cc1 (stereo unspecified) | 6 | 12 | 1
69 | CC(C)(C)OC(=O)N(CCc1ccccc1)Cc1ccccc1OCc1cccc(NC(=O)/C=C/c2ccccc2)c1 | 13 | -58 | 20
70 | COc1cccc(C2c3c(oc4ccccc4c3=O)C(=O)N2CCCN2CCOCC2)c1OC (stereo unspecified) | 10 | -4 | -14
71 | O=c1[nH]c2nc(Cl)nc(Cl)c2[nH]1 | -6 | 5 | -3
72 | CC1C(=O)c2ccccc2CC1C(=O)O (stereo unspecified) | -4 | 4 | 1
73 | COc1ccc(NS(=O)(=O)c2cccc(C(=O)N3CCN(S(=O)(=O)c4ccccc4)CC3)c2)cc1 | -1 | 2 | 0
74 | CCCCN1CC(COCc2ccccc2)Oc2cccc(Oc3ccc(F)cc3)c2S1(=O)=O (stereo unspecified) | 12 | -3 | 20
75 | Cn1c(=O)[nH]c2c(c(C(=O)O)nn2C)c1=O | 6 | -2 | 5
76 | Cc1cc(O)c(C(C)C)cc1NC(=S)Nc1cc(C(C)C)c(O)cc1C | -2 | 9 | -2
77 | OC(C#Cc1ccccc1)(c1ccccc1)c1ccccc1 | 19 | 7 | 26
78 | N/C(=N\OC(=O)COc1ccc(Br)cc1Cl)c1ccncc1 | 18 | -128 | -9
79 | COc1ccc(Cc2nc3ccc(C(=O)NCCSC)cc3o2)cc1 | 6 | 26 | 6
80 | N#CCCN(C(=O)Nc1ccccc1)C1CCCCC1 | 4 | 11 | -3

From no. 1 up to 7, as listed above:
nr | Structure | CCR6 antag | Gli-Sufu antag | EBI2 antag
1 | N#Cc1c(-c2ccccc2)nc(SCC(=O)N(c2ccccc2)c2ccccc2)[nH]c1=O | 3 | -2 | -5
2 | COCc1c(C(=O)OCC(=O)N2c3ccccc3NC(=O)C2(C)C)oc2ccccc12 | 21 | 19 | 2
3 | COc1ccc(NC(=O)Nc2cccs2)cn1 | 3 | -8 | -1
4 | COc1ccccc1CNS(=O)(=O)CCNCc1ccco1 | 1 | 12 | 2
5 | CC[C@H](C)[C@H](NC(=O)OCc1ccccc1)C(=O)OCC(=O)N1CCN(c2ccc(OC)cc2)CC1 | 8 | -2 | -4
6 | CCOc1ccc(NC(=O)/C(C#N)=C\c2ccc(N3CCCC3)c(C)c2)cc1 | 15 | 9 | -6
7 | CCN1CCS/C1=C\C=C\C1=[N+](CC)CCS1 | 13 | 81* | -2

Record cards, as listed above. Values in the order: CCR6 antag, Gli-Sufu antag, EBI2 antag
CN1C=CC(=O)[C@@H](O)[C@H]1c1ccccc1Br as listed: 14, 0, -11
COc1ccc(Cc2nc3ccc(C(=O)NCCSC)cc3o2)cc1 as listed: 6, 26, 6
CC(=O)n1nc(-c2ccncc2)nc1SCC(=O)Nc1cccc(Cl)c1 as listed: -5, -4, -5
N#CCCN(C(=O)Nc1ccccc1)C1CCCCC1 as listed: 4, 11, -3
O=c1[nH]c2nc(Cl)nc(Cl)c2[nH]1 as listed: -6, 5, -3

New compounds follow:
nr | Structure | CCR6 antag | Gli-Sufu antag | EBI2 antag
81 | CCCC(=O)OCC1CN(Cc2ccco2)S(=O)(=O)c2c(F)cccc2O1 (stereo unspecified) | 11 | 1 | 0
82 | Cc1ccc(-n2cnc3c(=O)[nH]cnc32)cc1 | 0 | 0 | -1
83 | CC(C)(C)S(=O)N1Cc2cc(CO)cc(-c3ccccc3)c2[C@@H]1CCO (stereo partly specified) | -4 | -4 | -3
84 | C=CCn1c2ccccc2c2nnc(SCCCn3c(=O)[nH]c4ccccc43)nc21 | 3 | 11 | -15
85 | C=CCn1c(SCC(=O)Nc2ccc(O)cc2)nc2sc(C)c(C)c2c1=O | 4 | -7 | 11
86 | Nc1cc2c(cc1Cl)-c1ccccc1C2 | -15 | -52 | -3
87 | C=C1C(=O)OC2C=C(CO)C3OC3C3OC3(C)CC(OC(=O)/C(=C/C)COC(C)=O)C12 (stereo unspecified) | 13 | 68* | 11
88 | CCOC(=O)C1(NC(=O)C2(N3C(=O)c4ccccc4C3=O)CCCC2)CCCC1 | 4 | -30 | -4
89 | CC(NC(=O)COC(=O)Cc1cccs1)c1ccc(F)cc1 (stereo unspecified) | 13 | -4 | -12
90 | COCCNC(=O)CCCn1c(=O)c2ccccc2n(CC(=O)NCCC2=CCCCC2)c1=O | 7 | 3 | -1
91 | CC(=O)OCC(=O)C1(O)CCC2C3CC(F)C4=CC(=O)CCC4(C)C3C(O)CC21C (stereo unspecified) | -6 | 15 | -5
92 | Cc1ccccc1NC(=O)CCOc1ccccc1 | 13 | -3 | 11
93 | OCC[C@@H]1NCc2cc(CO)cc(-c3ccccc3)c21 | 7 | 8 | 3
94 | CCN(CC)CC1CN(N=Cc2ccc([N+](=O)[O-])o2)C(=O)O1 (stereo unspecified) | -8 | -2 | -25

Pulled one by one from the list above:
nr | Structure | CCR6 antag | Gli-Sufu antag | EBI2 antag
64 | CCN(CC(=O)Nc1ccc(NC(C)=O)cc1)C(=O)c1cc(-c2ccccc2Cl)nc2ccccc12 | 0 | 8 | -21
24 | COc1ccccc1NC(=O)CN1CCN(CC(=O)Nc2ccccc2F)CC1 | 0 | 10 | -4
86 | Nc1cc2c(cc1Cl)-c1ccccc1C2 | -15 | -52 | -3

Screening results deposited in PubChem BioAssay by Sanford-Burnham Center for Chemical Genomics.
